Screens (PubChem BioAssay)
M. tuberculosis: growth inhibition of non-replicating M. tuberculosis (AID 488890). Mycobacterium tuberculosis non-replicating, growth inhibition; higher % means a stronger effect. one-dose inhibition, % at 25 µM; IC50 in µM for titrated hits. hit rate 0.39% among 320,000; in the data active = a potency from the dose series; inconclusive = inhibition mostly from about 82% at the one dose, without a potency; inactive = the rest, 99 in 100 with inhibition below about 76%;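 also: plate controls were DMSO cells for no effect and high antibiotic wells for full effect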
inhibitors of VEEV: inhibitors of VEEV TC-83 cytopathic effect, confirmation, Vero cells (AID 588727); Vero cells, VEEV TC-83 cytopathic effect inhibition; higher % means a stronger effect; inhibition, % at 20 µM; hits with a dose series show IC50 in µM; hit rate 0.13% among 350,000; in the data active = a potency from the dose series; inconclusive = inhibition mostly from about 14% at the one dose, without a potency; inactive = the rest, 99 in 100 with inhibition below about 12%; also: strong numbers were not always called active
M. tuberculosis HTS: M. tuberculosis growth inhibition, HTS (AID 449762); hit rate 0.59% among 330,000; M. tuberculosis H37Rv growth inhibition, 7H9 media; higher % means a stronger effect; inhibition, % at 25 µM; hits with a dose series show IC50 in µM; in the data active = a potency from the dose series; inconclusive = inhibition above about 70% without an active follow-up result;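 also: bacterial growth assessed after seven days of incubation; strong numbers were not always called active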
H1N1 NS1A inhibition: H1N1 influenza NS1A inhibitors, functional cell based assay (AID 504329). NS1A functional cell-based assay, percent inhibition; higher % means a stronger effect. inhibition, % at 12.5 µM; hits with a dose series show IC50 in µM. hit rate 0.3% among 340,000; in the data active = a potency from the dose series; inconclusive = inhibition above about 27% without an active follow-up result; also: strong numbers were not always called active
PhoP GFP inhibition: Inhibition of PhoP regulon, Salmonella typhi GFP reporter cells, confirmation, 4 h (AID 1850); Salmonella Typhi PhoP-promoter GFP reporter, fluorescence, 4 h; higher % means a stronger effect; one-dose inhibition, % at 50 µM; IC50 in µM for titrated hits; hit rate 0.33% among 310,000; in the data active = a potency from the dose series; inconclusive = inhibition mostly from about 25% at the one dose, without a potency; inactive = the rest, 99 in 100 with inhibition below about 19%;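 also: 0% = induced wells with vehicle and 100% = uninduced wells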
inhibitors of VEEV 10K pilot screen: second read-out of inhibitors of VEEV, no call of its own (marks repeat the call); inhibition, %; measured here: 10K pilot screen inhibition
Active calls of the source: *; i = inactive; ? = inconclusive; . = not tested or not shown.

SMILES | M. tuberculosis | inhibitors of VEEV | M. tuberculosis HTS | H1N1 NS1A inhibition | PhoP GFP inhibition | others
CCCCC(=O)NS(=O)(=O)c1ccc(N=NN(CC)CC)cc1 | -1% | 1.7% | -6% | 0% | 5%
CCC(=O)Nc1ccc2c(c1)C(=O)N(C1CCCCC1)C2=O | 17% | 5.8% | 12% | -15% | -8%
COc1ccc(OCCOC(=O)c2cc(S(=O)(=O)N3CCOCC3)c(Cl)cc2Cl)cc1 | 11% | 0.5% | 29% | 10% | 0%
CCc1cc(=O)oc2cc(C)c(CN3CCCCC3)c(O)c12 | 5% | 2.6% | 2% | 4% | 5%
COc1ccc(-c2ccc([C@H]3[C@H]4C=CC[C@@H](C)[C@@H]4C(=O)N3Cc3ccccc3)c(F)c2)cc1C | 19% | 0.1% | -4% | -6% | 13%
CCOc1ccc2nc(SCC(=O)NC3CCS(=O)(=O)C3)[nH]c2c1 (centres undefined) | -6% | 0.9% | 0% | -4% | 9%
O=C(Nc1ccc(Nc2ccccc2)cc1)C(Cl)Cl | ? | 1.1% | 67% | -2% | -2%
COc1ccc(C(=O)c2ccc(OC)cc2O)c(O)c1 | 15% | 3.4% | -3% | -4% | -10%
CCC(C)Sc1cccc(-c2nc3ccc(C)cn3c2NCc2ccccc2)c1 (centres undefined) | 35% | 2.8% | 24% | -2% | -14%
Cn1c(Sc2ccc(C(F)(F)F)cc2[N+](=O)[O-])nnc1-c1ccccc1 | -2% | 0.6% | -21% | -3% | -2%
COc1ccc(CN(C)C(=O)c2ccccc2Sc2ccccc2C#N)c(OC)c1 | 8% | 9.5% | 3% | -3% | -12%
N#Cc1ccccc1NC1=CC(=O)CCC1 | -14% | 0.6% | -8% | 2% | -5%
COc1ccc(-n2nc(C(=O)NCC(=O)NCc3ccccc3OC)c3ccccc3c2=O)cc1 | 2% | 9.1% | -4% | -3% | 8%
CCOC(=O)CSc1nc2c([nH]c3ccccc32)c(=O)n1C | 0% | 0.8% | 4% | 0% | 2%
O=C(NCC(c1ccco1)N1CCCC1)c1cc2cc(Cl)ccc2o1 (centres undefined) | 26% | i | ? | 9% | .
Cc1ccc(S(=O)(=O)N(C)c2ccccc2C(=O)Nc2c(F)cccc2F)cc1 | 10% | 0.8% | -1% | -5% | -7%
NC(=NC1CCCCC1)c1ccc([N+](=O)[O-])cc1 | -1% | 0.2% | -13% | 2% | 4%
C/C(CC(=O)Nc1ccc2c(c1)OCCO2)=N\NC(=O)c1ccccn1 | 69% | i | ? | -10% | 9%
Cc1ccc(-n2nc3c(=O)n(C(C)C(=O)NCc4ccccc4Cl)nc(C)c3c2C)cc1 (centres undefined) | 18% | 1.2% | -12% | -1% | -21%
O=C(Nc1ccccc1C(=O)N/N=C/c1ccco1)c1ccc(Cl)cc1 | 68% | 3.9% | 2% | 5% | 5%
CCOC(=O)C1=C(COc2ccc(C)cc2)NC(=O)NC1c1cc(C)ccc1C (centres undefined) | -9% | 0.1% | -7% | -2% | -1%
O=C1C(Cc2ccc(F)cc2)SC(=Nc2ccccc2)N1c1ccccc1 (centres undefined) | 37% | 1.5% | 21% | -1% | -7%
CCOC(CCn1ccc(O)c(Cc2ccc(Cl)cc2)c1=O)OCC | -3% | i | 6% | 15% | -9%
CCS(=O)(=O)c1ccc(O)c(NC(=O)CCCC(=O)O)c1 | -2% | i | -5% | -2% | 10%
O=C(CSc1nc2ccccc2nc1N1CCCCC1)N1CCN(c2ccccc2)CC1 | 19% | 6.8% | -8% | 17% | -3%
Cc1ccc(S(=O)(=O)Cn2nnnc2CN(Cc2ccco2)CC2CCCO2)cc1 (centres undefined) | 9% | i | 7% | -17% | -14%
O=C(C1=C[C@@H](c2ccc(C(F)(F)F)cc2)C[C@@H](OCCCCO)O1)N1CCN(Cc2ccccc2)CC1 | 13% | i | 4% | 1% | -16%
Cc1n[nH]c(=O)c2c(NC(=O)COC(=O)COc3cccc(Br)c3)oc(C)c12 | -5% | 1.3% | -2% | -2% | 3%
COc1ccc2c(c1)OC[C@H]1[C@H]2N2C(=O)c3ccccc3NC(=O)[C@@]2(C)[C@H]1c1ccccc1 | 73% | 2.7% | 55% | -4% | . | inhibitors of VEEV 10K pilot screen=5.1
COc1ccc(C2=NOC(CNC(=O)c3ccccc3Br)C2)c(OC)c1 (centres undefined) | 6% | 1.8% | -2% | -8% | 5%
Cc1cnc(C(=O)OCC(=O)N2CCN(S(=O)(=O)c3ccc(Cl)cc3)CC2)cn1 | -5% | 1.7% | 0% | -3% | 10%
O=C(Nc1nnc(C2CC2)s1)c1ccncc1 | -9% | 2.3% | 3% | -4% | -2%
Cc1noc(C)c1CSc1nnc2sc3ccccc3n12 | -6% | 7.9% | 1% | -9% | 0%
Cc1nn2cc(-c3ccc(-c4ccccc4)cc3)nc2s1 | -2% | 5.7% | -3% | -1% | -7%
CNc1c([N+](=O)[O-])cnn1-c1ccc(C)cc1 | -6% | 0.9% | -5% | 4% | 4%
CCOc1cccc(NC(=O)CSc2nc(C)c3c(c2C#N)CCCC3)c1 | 26% | i | 7% | -12% | -4%
CCOC(=O)C1CCCN(C2CC(=O)N(c3cccc(C)c3)C2=O)C1 (centres undefined) | 72% | i | 2% | -3% | 6%
Cc1cc[n+](CC(=O)c2ccc(NC(=O)c3ccccc3)cc2)c2ccccc12 | 46% | 0.7% | 22% | 6% | 15%
Cc1c(Cl)cccc1NC(=S)N1CCN(C(=O)C2CCCO2)CC1 (centres undefined) | 1% | i | -15% | 1% | -9%
O=C(NC1CCCC1)C(c1ccncc1)N(C(=O)c1csnn1)c1ccc(Cl)cc1 (centres undefined) | 7% | 0.1% | 8% | -7% | 4%
O=C(Nc1ccnn1C1CCN(Cc2cc3ccccc3[nH]2)CC1)C1CCOC1 (centres undefined) | -1% | i | 0% | -14% | 2%
Cc1[nH]c2c(Cl)cccc2c(=O)c1CN1CCCC1 | 19% | 0.7% | -1% | 8% | 7% | inhibitors of VEEV 10K pilot screen=0.9
Nn1c(SCc2nc3ccccn3c2Br)nnc1-c1cccnc1 | -27% | i | 1% | -19% | 5%
COc1ccc(Br)cc1CN(C)C(C)C(=O)Nc1cc([N+](=O)[O-])ccc1OC (centres undefined) | -2% | i | 5% | -12% | -9%
CC(C)(C)NC(=O)CSc1nc2ccc(NC(=O)CSc3nnc(N)s3)cc2s1 | 37% | 0.2% | -5% | -5% | -1%
COc1ccc(NS(=O)(=O)c2cccs2)c(OC)c1 | 45% | 5.8% | -10% | -5% | -11%
CC(C)(C)N(Cc1ccccc1)C(=O)c1ccc(Br)o1 | 0% | i | 11% | -7% | -37%
O=C(COc1ccc(Br)cc1Cl)NC(=S)N1CCc2ccccc21 | 73% | 2.3% | ? | 4% | -11%
CCCOc1ccc(-c2c(C(=O)N/N=C/C3CCCCC3)nnn2-c2nonc2N)cc1 | -6% | 4.6% | -2% | -6% | 11%
COc1cccc(NC(=O)Nc2nnc(Cc3ccccc3)s2)c1 | 49% | 0.8% | 8% | -2% | -6%
O=C1CCN(C(=O)CNC(=O)Cc2ccccc2)CC1 | -12% | 0.4% | -11% | 0% | 5%
Cc1ccc(C(=O)CSC2=C(C#N)C(c3ccco3)C3=C(CCCC3=O)N2)cc1 (centres undefined) | 46% | i | ? | 6% | -8%
O=c1c2ccsc2ncn1Cc1ccc(Cl)cc1 | 62% | 2.2% | -4% | -7% | 6%
O=C(CCc1nc(-c2ccccc2)no1)N1CCCC1 | 15% | 1.9% | 8% | 0% | -6%
NC(=O)CC[C@@H]1NC(=O)[C@@H]2CCCN2C(=O)c2cc([N+](=O)[O-])cc(I)c2NCCCC[C@@H](C(=O)NC(CC(=O)O)C(N)=O)NC1=O (some centres undefined) | -1% | 0.9% | 1% | -4% | -3%
CC1(C)CC(=O)C2=C(C1)OC1=C(C(=O)CC(C)(C)C1)C2c1ccc(O)c([N+](=O)[O-])c1 | 27% | i | -3% | -10% | -2%
O=C(NCc1ccncc1)c1ccc(NS(=O)(=O)c2cccc([N+](=O)[O-])c2)cc1 | 4% | 1.6% | -5% | 0% | -3%
CCN(C(=O)C1CCCN(c2nc(-c3ccc(OC)cc3)no2)C1)c1ccccc1F (centres undefined) | 13% | 7.8% | 4% | 7% | -9%
Cc1ccc(C(=O)OCC(=O)N2CCOCC2)cc1 | -11% | 1.1% | 5% | -12% | 8%
CCn1c(SCc2nc3scc(-c4ccccc4)c3c(=O)[nH]2)nnc1-c1cccs1 | 27% | 11% | -6% | 2% | -6%

Overlap with the part before: 4 entries, then new ones.
SMILES | M. tuberculosis | inhibitors of VEEV | M. tuberculosis HTS | H1N1 NS1A inhibition | PhoP GFP inhibition | others
O=C(NCc1ccncc1)c1ccc(NS(=O)(=O)c2cccc([N+](=O)[O-])c2)cc1 | 4% | 1.6% | -5% | 0% | -3%
CCN(C(=O)C1CCCN(c2nc(-c3ccc(OC)cc3)no2)C1)c1ccccc1F (centres undefined) | 13% | 7.8% | 4% | 7% | -9%
Cc1ccc(C(=O)OCC(=O)N2CCOCC2)cc1 | -11% | 1.1% | 5% | -12% | 8%
CCn1c(SCc2nc3scc(-c4ccccc4)c3c(=O)[nH]2)nnc1-c1cccs1 | 27% | 11% | -6% | 2% | -6%
CCCOc1ccc(/C(O)=C2/C(=O)C(=O)N(CCCn3ccnc3)C2c2cccs2)cc1 (centres undefined) | 1% | 0.5% | -3% | 8% | 4%
Cc1ccc(NC(=O)COC(=O)Cc2csc(-c3cccc(F)c3)n2)cc1C | ? | 0.5% | -7% | 3% | 0%
COc1ccc(CC(=O)NNC(=O)COc2ccc3ccccc3c2)cc1 | 8% | 2.1% | 1% | 5% | -12%
CN(C(=O)COC(=O)/C=C/c1ccccc1[N+](=O)[O-])c1ccccc1 | 15% | i | -4% | 8% | 7%
CCn1[nH]c(=O)c(=Nc2c(C)n(C)n(-c3ccccc3)c2=O)cc1-c1ccc(Cl)cc1 | 6% | i | -17% | 11% | -11%
NC(=O)C1CCN(C(=O)c2ccc(NC3=NC4CS(=O)(=O)CC4S3)cc2)CC1 (centres undefined) | 0% | 1.0% | -1% | 6% | 3%
CCOC(=O)c1c(C)[nH]c(C(=O)OCC(=O)NC(C)(C)C)c1C | -3% | 1.6% | -2% | -2% | 3%
COc1ccc2[nH]c3c(c2c1)CCN1C(=O)C(CC(=O)NCc2ccc(OC)c(OC)c2)C[C@H](C(=O)N(C(C)C)C(C)C)[C@@]31C (some centres undefined) | . | i | . | 3% | .
CCCCCc1c2c(cc(O)c1C(=O)O)OC(=O)c1c(cc(OC)cc1C(=O)CCCC)O2 | 36% | 0.7% | -7% | -6% | 13%
CC(=O)Oc1ccc2nc(-c3cccs3)oc(=O)c2c1 | ? | 0.8% | -1% | 8% | 1%
Cn1c(C(=O)NC2CC2)cc(=O)n(C)c1=O | -8% | 0.8% | -3% | 6% | -9% | inhibitors of VEEV 10K pilot screen=0.2
O=C(O)CCN1C(=O)NC2(CCCC2)C1=O | 3% | 5.0% | -4% | -5% | -10%
Cc1ccc(CNC(=O)C(=O)NCC2OCCN2S(=O)(=O)c2ccc(C)cc2)cc1 (centres undefined) | -6% | 1.5% | -11% | 8% | -5%
COc1ccc(NC(=O)CN(C)C(=O)c2cccc(S(=O)(=O)N3CCN(c4ccc(F)cc4)CC3)c2)cc1 | . | 2.1% | . | 1% | .
OCCCNC(=S)Nc1ccc(Oc2ccccc2)cc1 | 72% | i | -1% | 3% | 4% | inhibitors of VEEV 10K pilot screen=0.4
CCCCCn1c(=O)c(C(=O)NCc2ccccc2)c(O)c2ccccc21 | 20% | 0.2% | 3% | -9% | -4%
Cc1cc(C)nc(SC2CCOC2=O)n1 (centres undefined) | -6% | 0.6% | 2% | 0% | -5%
Cc1[nH]c(-c2ccc3c(c2)OCO3)nc1C(=O)O | 12% | 0.9% | 0% | -2% | 13%
COc1ccc(NC2=CC(=O)CC(C)(C)C2)cc1OC | -7% | i | 9% | 10% | 3%
CN(c1ccccc1C(=O)NCc1ccccn1)S(C)(=O)=O | 25% | 4.8% | -6% | 7% | 9%
Cc1ccc(OCC(=O)Nc2ccc(S(=O)(=O)Nc3cc(C)nc(C)n3)cc2)c(C)c1 | 59% | i | 41% | 1% | -2%
